Platelet DG rel: platelet dense granule release activity. human platelet-rich plasma, SFLLRN dense granule ATP release, luminescence. 300,000 compounds, 0.22% hits. inhibition, %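 (compounds screened at 7.5 µM in platelet-rich plasma)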;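 active means mean replicate score, as percent of positive control, at or above 50; inconclusive means mean below 50 but at least one replicate at or above 50; inactive means mean and every replicate below 50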
TRPC4 block: blocks the mouse TRPC4 cation channel | Q9QUQ5 | HEK293 TRPC4beta/mu-opioid, DAMGO-evoked Fluo4 calcium flux; active compounds read low | B-score at 10 µM | 300,000 compounds, 0.39% hits;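 active means B-score over 3 SD under the library average, no early fluorescence shift, positive overall ratio signal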
Target sequence (Q9QUQ5 whole entry, looked up): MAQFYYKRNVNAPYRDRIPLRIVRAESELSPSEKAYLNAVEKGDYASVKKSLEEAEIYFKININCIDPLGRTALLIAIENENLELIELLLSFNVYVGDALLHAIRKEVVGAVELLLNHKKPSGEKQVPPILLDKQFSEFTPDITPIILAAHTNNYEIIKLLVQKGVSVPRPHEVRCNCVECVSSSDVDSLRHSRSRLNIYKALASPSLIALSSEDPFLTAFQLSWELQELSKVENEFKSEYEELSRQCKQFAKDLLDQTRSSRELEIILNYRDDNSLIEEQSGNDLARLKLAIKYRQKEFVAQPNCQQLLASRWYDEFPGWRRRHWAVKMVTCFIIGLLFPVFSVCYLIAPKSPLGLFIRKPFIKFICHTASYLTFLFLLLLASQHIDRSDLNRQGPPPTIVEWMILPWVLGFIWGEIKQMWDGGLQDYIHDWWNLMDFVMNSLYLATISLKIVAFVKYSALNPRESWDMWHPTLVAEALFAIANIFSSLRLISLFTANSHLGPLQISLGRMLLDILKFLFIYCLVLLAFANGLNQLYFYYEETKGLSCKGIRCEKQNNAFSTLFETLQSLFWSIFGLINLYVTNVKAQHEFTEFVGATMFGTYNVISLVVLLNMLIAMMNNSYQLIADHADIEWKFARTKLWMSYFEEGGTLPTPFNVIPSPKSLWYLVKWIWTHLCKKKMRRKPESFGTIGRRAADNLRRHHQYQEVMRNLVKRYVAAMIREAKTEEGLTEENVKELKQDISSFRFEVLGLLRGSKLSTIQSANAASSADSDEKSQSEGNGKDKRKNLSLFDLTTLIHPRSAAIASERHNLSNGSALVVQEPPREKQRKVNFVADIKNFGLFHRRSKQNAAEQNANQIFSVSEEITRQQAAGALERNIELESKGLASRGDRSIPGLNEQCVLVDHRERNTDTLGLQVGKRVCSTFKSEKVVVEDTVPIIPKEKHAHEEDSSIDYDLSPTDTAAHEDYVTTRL
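Assay system: HEK293 cells with stable TRPC4beta plus mu-opioid receptor expression; Probe or stimulus: DAMGO in two steps, submaximal then maximal; Dosing: single-point compound dosing; Measured by: Fluo4 calcium-dye fluorescence, kinetic read; Read-out basis: B score from integrated Fluo4 fluorescence ratio.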
TRPC6 activator: activates the mouse TRPC6 cation channel | Q61143 | HEK293-TRPC6 membrane potential dye fluorescence; active compounds read high | B-score at 10 µM | 310,000 compounds, 0.13% hits | AID 2550;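 active means B-score of the integrated fluorescence ratio above library mean plus 3 SD, and starting fluorescence ratio within library mean plus 5 SD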;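 further: higher score means more depolarization so channel activation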
TRPC6 inh: inhibitors of mouse TRPC6 channel; Q61143; HEK293-TRPC6, membrane potential dye, ACh-evoked depolarization; active compounds read low; B-score at 10 µM; 310,000 compounds, 1.1% hits; AID 2553;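 active means B-score under library mean minus 3 SD, initial fluorescence not abnormally high, positive integrated signal ratio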;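 further: B-score derived from integrated fluorescence ratio over the kinetic read; more negative B-score means stronger inhibition of depolarization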
MrgX1 agonist: activates human MrgX1 receptor signaling | Q96LB2 | B-score at 10 µM | MrgX1-HEK293 cells, Fluo-4 calcium fluorescence, agonist mode; active compounds read high | 310,000 compounds, 0.44% hits | AID 588627;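 active means calcium response B-score plate-corrected fluorescence ratio at least 3 library SD, with starting fluorescence B-score inside 5 SD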
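Material: HEK293 cells stably expressing human MrgX1 receptor | Quantity: 15,000 cells per well | Times: Cells plated overnight, dye loaded 0.5 h 37 °C, 0.5 h room temperature | Measured by: Kinetic Fluo-4 NW fluorescence of intracellular calcium | Control set: Positive and negative controls per plate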
RGS4 block: human RGS4 inhibition; B-score at 10 µM; AID 463165; HEK293 M3R/RGS4 inducible, Fluo-4 calcium flux; active compounds read high; triggered by carbachol at its EC20; P49798; 310,000 compounds, 0.45% hits;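 active means B-score, a plate-corrected calcium signal, over three deviations above library mean, with baseline fluorescence within five deviations of library mean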;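 further: RGS4 expression induced by doxycycline in cells with stable M3 receptor; B-score is computed from the integrated fluorescence ratio over baseline after carbachol; higher B-score means a larger calcium signal and so more RGS4 inhibition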
MrgX1 allo act: human MrgX1 positive allosteric modulation, primary screen | MrgX1-HEK293, Fluo-4 calcium flux, FDSS; active compounds read high | 310,000 compounds, 0.63% hits | B-score at 10 µM | AID 588675 | Q96LB2;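 active means plate-corrected calcium response at least 3 library SD above typical, normal starting fluorescence, not activating the receptor alone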;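 further: compound read alongside a low EC10 to EC30 dose of BAM8-22 agonist; peak minus trough fluorescence over baseline measured at the second addition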
MrgX1 antag: blocks BAM8-22 activation of human MrgX1 receptor; 310,000 compounds, 1.3% hits; B-score at 10 µM; MRGX1-HEK293 calcium flux, Fluo-4, BAM8-22 antagonism; active compounds read low; AID 588676;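 active means calcium-response B-score plate-corrected more than 3 library SD below zero, starting fluorescence within 5 deviations, no agonist response on first addition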;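 further: peak minus trough fluorescence over baseline after final BAM8-22 challenge near maximal dose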
SKKanGAS inh: inhibitors of SKKanGAS S. pyogenes growth in kanamycin (SK-promoter or general growth effect); inhibition, % at 7.5 µM; 300,000 compounds, 1.3% hits; BacTiter-Glo, 6 h;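 active means mean replicate score, as percent of positive control median, at least 50; inconclusive means mean below 50 but one replicate at or above 50; inactive means mean and every replicate below 50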;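 further: strain carries kanamycin resistance gene driven by streptokinase promoter and grows in 40 µg/ml kanamycin; loss of luminescence reflects streptokinase promoter inhibition or plain growth inhibition; 0% = median of DMSO wells and 100% = positive control at its reference dose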
RGS4 act: RGS4 potentiation or activation; HEK293 M3R/inducible RGS4, carbachol calcium flux Fluo4; active compounds read low; AID 463111; B-score at 10 µM; 310,000 compounds, 0.92% hits;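 active means B-score of the integrated calcium signal more than 4 SD below the library mean, with starting fluorescence not abnormally high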;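 further: negative B-score means reduced calcium response which marks RGS4 activation or potentiation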
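Material: M3R-expressing HEK293 line, RGS4 induced by doxycycline | Schedule: Overnight RGS4 induction, 30 min dye load 37 °C, 20 min compound RT | Measured by: Fluo4 fluorescence kinetic imaging of calcium | Read-out: Integrated calcium ratio converted to B score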
HIF act: HIF pathway transcriptional activation | U2OS HRE-luciferase reporter, luminescence; normalized: DMSO 0%, desferrioxamine 100% | activation, % at 7.5 µM (by protocol) | 300,000 compounds, 0.32% hits;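 active means mean activation of at least 10% of the iron chelator positive control signal, with at least half of replicates also reaching 10%; inconclusive means mean and replicate majority disagree about reaching 10%; inactive means mean and most replicates under 10%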
Numbers without * were called inactive; i = inactive; ? = inconclusive; / = not tested or not shown.

SMILES | Platelet DG rel | TRPC4 block | TRPC6 activator | TRPC6 inh | MrgX1 agonist | RGS4 block | MrgX1 allo act | MrgX1 antag | SKKanGAS inh | RGS4 act | HIF act
Clc1ccc(N=NN2CCOCC2)cc1 | -22 | i | i | i | i | i | i | i | -7 | i | 1.4
Clc1ccc(CCNc2ncnc3c2nnn3Cc2ccccc2)cc1 | -2 | i | i | i | i | i | i | i | 10 | i | 1.2
Cc1ccccc1NC(=O)CCS(=O)(=O)c1ccc(Br)cc1 | 5 | i | i | i | i | i | i | i | -1 | i | -18
COc1cc(OC)cc(C(=O)NCCNC(=O)c2ccccc2)c1 | 0 | i | i | i | i | i | i | i | 1 | i | 0.0
N/N=C(\Cc1cscn1)c1ccc(O)cc1O | 57* | i | i | i | i | i | i | i | -7 | i | -0.1
CCCCN1C2CCCC1CC(NC(=O)c1ccccc1Cl)C2 (stereo not drawn) | 1 | i | i | i | i | i | i | i | -1 | i | -0.6
CC1CC2(C)CC(C)C1(COC(=O)Nc1ccccc1)CO2 (stereo not drawn) | 12 | i | i | i | i | i | i | i | 1 | i | 0.0
O=[N+]([O-])c1ccc(Oc2ccc(/C=N/O)cc2)nc1 | 3 | i | i | i | i | i | i | i | -8 | i | 0.6
O=C(Nc1ccccc1C(=O)N1CCOCC1)C1CCC(=O)N1C1CCCC1 (stereo not drawn) | 1 | i | i | i | i | i | i | i | -1 | i | 0.2
Cc1ccc(CNC(=O)c2ccc3c(=O)[nH]c4c(C(=O)NCC5CCCO5)sc(=S)n4c3c2)cc1 (stereo not drawn) | -3 | i | i | i | i | i | i | i | 56* | i | 1.5
O=C(/C=C/c1ccco1)Nc1ccccc1N1CCCC1 | 1 | i | i | i | i | i | i | i | 0 | i | 0.0
COc1ccccc1NC(=S)NNC(=O)c1nn(C)c(C)c1Cl | 0 | i | i | i | i | i | i | i | -4 | i | 0.7
Cc1cc(-c2ccc(Cl)s2)n[nH]1 | -2 | i | i | i | i | i | i | i | -2 | i | 3.9
O=C(COC(=O)CCc1ccccc1)Nc1cc([N+](=O)[O-])ccc1F | 5 | i | i | i | i | i | i | i | 0 | i | 1.6
O=C(Cn1cnc2ccccc2c1=O)N1CCN(Cc2ccccc2)CC1 | 0 | i | i | i | i | i | i | i | -10 | i | -0.1
CN(CCc1ccccc1)C(=O)c1cc(COc2cccc(C(F)(F)F)c2)on1 | 1 | i | i | i | / | i | / | / | 11 | i | 2.4
CCN(CC)c1nc(-c2ccccn2)nc(-c2ccccc2)c1C#N | -3 | i | i | i | i | i | i | i | 37 | i | 0.5
CN(C)Cc1c(O)ccc2c3c(c(=O)oc12)CCCCC3 | -11 | i | i | i | i | i | i | i | -9 | i | -0.1
COc1ccc(OCC(=O)Nn2c(-c3ccc(OC)cc3)nc3ccccc3c2=O)cc1 | 10 | i | i | i | i | i | i | i | -2 | i | -0.7
CCOC(=O)C1(CC2CCCCO2)CCN(Cc2nc3ccccc3[nH]2)CC1 (stereo not drawn) | -16 | i | i | i | i | i | i | i | 1 | i | 0.0
Cc1ccc(OCCn2c3ccccc3n3nc(C)c(=O)nc23)cc1 | -1 | i | i | i | i | i | i | i | -21 | i | -0.2
O=C(Nc1cccc(-n2cnnn2)c1)c1cc(Cl)nc(Cl)c1 | -4 | i | i | i | i | i | i | i | 10 | i | -0.3
CCC(c1nnnn1CCOC)N1CCN(C(=O)c2ccco2)CC1 (stereo not drawn) | 1 | i | i | i | i | i | i | i | -1 | i | -0.2
CCCCOC(=O)N/N=C/C=C/c1ccccc1 | ? | i | i | i | i | i | i | i | -4 | i | 1.5
CN(C)Cc1cn(CCC(=O)O)c2ccccc12 | -2 | i | i | i | i | i | i | i | -5 | i | 0.2

Further compounds
SMILES | Platelet DG rel | TRPC4 block | TRPC6 activator | TRPC6 inh | MrgX1 agonist | RGS4 block | MrgX1 allo act | MrgX1 antag | SKKanGAS inh | RGS4 act | HIF act
O=C(CN(CC1CCCO1)C(=O)CNS(=O)(=O)c1ccc(F)cc1)NC1CCCC1 (stereo not drawn) | 0 | i | i | i | i | i | i | i | 23 | i | 0.0
COC(=O)c1cc(-c2ccc(Cl)cc2)n(-c2ccc(S(N)(=O)=O)cc2)n1 | 1 | i | i | i | i | i | i | i | -4 | i | -0.1
CC(Oc1ccc(Br)cc1)C(=O)Nc1ccc(S(=O)(=O)N(C)C2CCN(C)CC2)cc1 (stereo not drawn) | -40 | i | i | i | i | i | i | -16* | -3 | i | 2.0
Cc1ccc2c(CN3CCCCC3)cc(=O)oc2c1C | -7 | i | i | i | i | i | i | i | -1 | i | 1.3
O=C(CCCCn1c(=O)[nH]c2ccsc2c1=O)NCC1CCCO1 (stereo not drawn) | -1 | i | i | i | i | i | i | i | 2 | i | -0.8
O=C(Cc1cccs1)N=Nc1c(O)[nH]c2ccccc12 | -10 | i | i | i | i | i | i | i | -12 | i | 0.5
CC(C)NC(=O)CSc1nc(-c2ccccc2)cs1 | -13 | i | i | i | / | i | / | / | -8 | i | 1.2
Cc1ccc(N(CC(=O)NC(C)(C)C)C(=O)CNC(=O)c2cccs2)c(C)c1 | -2 | i | i | i | i | i | i | i | -2 | i | 0.0
O=C1/C(=C/c2cccnc2)SC(=S)N1c1ccccc1 | -2 | i | i | i | i | i | i | i | / | i | 0.0
C=CCN(C(=O)c1csnn1)C(C(=O)NC1CCCCC1)c1ccc(C)cc1 (stereo not drawn) | 8 | i | i | i | i | i | i | i | 2 | i | -0.2
COc1cc(C(C(=O)NC2CCCCC2)N(C(=O)c2snc(C(N)=O)c2N)c2ccc(C)cc2)ccc1O (stereo not drawn) | 11 | i | i | i | i | i | i | i | 16 | i | -0.7
CCC(C)[C@H](NC(=O)NCc1cccs1)C(=O)O (stereo partly drawn) | 5 | i | i | i | i | i | i | i | -1 | i | -0.3
CCOC(=O)c1cnn(-c2ccc(C(F)(F)F)cn2)c1N | -8 | i | i | i | i | i | i | i | -6 | i | 2.5
C=CCOC(=O)C1=C[C@@H](C2CCCCC2)C[C@@H](OCc2ccc(CO)cc2)O1 | 10 | i | i | i | i | i | i | i | 5 | i | 0.0
Cc1ccc(-n2[nH]c(C)c(C=Nc3ccc(S(=O)(=O)Nc4nccs4)cc3)c2=O)c(C)c1 | -1 | i | i | i | i | i | i | i | / | i | -0.3
CCOC(=O)C(CO)(NC(C)=O)C(=O)OCC | -12 | i | i | i | i | i | i | i | -5 | i | -2.3
CC1(C)Cc2ccccc2C(/C(=N/O)C(N)=O)=N1 | -1 | i | i | i | i | i | i | i | 10 | i | -0.8
CN(C(=O)COC(=O)c1ccc2c(c1)NC(=O)CS2)C1CCS(=O)(=O)C1 (stereo not drawn) | -2 | i | i | i | i | i | i | i | 0 | i | -0.1
OC(CNCc1ccc(Cl)c(Cl)c1)c1ccccc1 (stereo not drawn) | 53* | i | i | i | i | i | i | i | -2 | i | 0.2
COc1ccc(CCN2CC(C(=O)N(C)Cc3ccc4nsnc4c3)CCC2=O)cc1 (stereo not drawn) | -3 | i | i | i | i | i | i | i | -3 | i | -0.4
CCOC(=O)CC(NS(=O)(=O)c1ccc2[nH]cc(C(=O)O)c(=O)c2c1)c1ccc(OCC)c(OC)c1 (stereo not drawn) | -3 | i | i | i | i | i | i | i | -7 | i | 0.0
COc1ccc(C(=O)Nc2ccc(OC)c([N+](=O)[O-])c2)cc1Br | 3 | i | i | i | i | i | i | i | 9 | i | 0.1
CC12CC3CC(C)(C1)CC(C(=O)NCc1cccnc1)(C3)C2 | -7 | i | i | i | i | i | i | i | 11 | i | 0.4
CC(=O)C1=C(N2CCCCC2)CCC1=O | -3 | i | i | i | i | i | i | i | 3 | i | -0.3
O=C(Nc1ccc(NC(=O)c2cccs2)cc1)c1cccs1 | 7 | i | i | i | i | i | i | i | -1 | i | 1.0

(continued)
SMILES | Platelet DG rel | TRPC4 block | TRPC6 activator | TRPC6 inh | MrgX1 agonist | RGS4 block | MrgX1 allo act | MrgX1 antag | SKKanGAS inh | RGS4 act | HIF act
CN(C)S(=O)(=O)c1ccc(N2CCCC2)c(C(=O)NCc2cccc(C(F)(F)F)c2)c1 | 3 | i | i | i | i | i | i | i | 1 | i | -0.5
CCOC(=O)c1cc(C)sc1NC(=O)CSc1nnnn1C | 6 | i | i | i | i | i | i | i | 2 | i | 0.6
COc1cc(OC)cc(C(=O)N2CCN(C(=O)c3cccnc3)CC2)c1 | 1 | i | i | i | i | i | i | i | / | i | 0.6
Cc1cc(C)c(-c2csc(NC(=O)CCCc3nc4ccccc4c(=O)[nH]3)n2)c(C)c1 | -13 | i | i | i | i | i | i | i | 23 | i | -0.1
Cc1ccc(C(=O)N2CCN(c3ccccn3)CC2)cc1C | 3 | i | i | i | i | i | i | i | 0 | i | -16
COc1cc(C(=O)N2CCN(C(=O)Cc3ccccc3)CC2)cc(OC)c1OC | -7 | i | i | i | i | i | i | i | 0 | i | 13*
O=C(CSc1n[nH]c(-c2cccnc2)n1)Nc1ccccc1[N+](=O)[O-] | 9 | i | i | i | i | i | i | i | 2 | i | 0.0
Nc1nnc(CC(=O)N/N=C/c2ccc(-c3ccc(F)cc3)o2)s1 | -5 | i | i | i | i | i | i | i | -3 | i | 0.4
O=C(CSc1nnc(NC(=O)c2c(F)cccc2F)s1)Nc1ccc(F)cc1 | 1 | i | i | i | i | i | i | -6.2* | -3 | i | 0.8

From PubChem BioAssay
